PMI inhibition = human PMI inhibitors, high substrate, primary screen, biochemical, fluorescence intensity, high mannose 6-phosphate (AID 1220); recombinant PMI enzyme, coupled fluorescence intensity; higher % means a stronger effect; inhibition, % at 20 µM; hits with a dose series show IC50 in µM; 190,000 compounds, 0.66% hits
M17LAP inhibition = P. falciparum M17LAP inhibitors, primary screen, biochemical, fluorogenic H-Leu-NHMec substrate, 1536-well (AID 1619) | recombinant M17LAP, H-Leu-NHMec fluorogenic kinetic assay; higher % means a stronger effect | inhibition, % at 30 µM; hits with a dose series show IC50 in µM | 220,000 compounds, 0.38% hits;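 active = compound inhibiting the enzyme by more than half at any dose during confirmatory dose-response retesting; inconclusive = strong single-dose inhibitors picked by rank but not retested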;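 note: plate controls were full reaction with DMSO carrier for no effect and no enzyme background for full effect; strong numbers were not always called active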
XIAP displacement = XIAP antagonists, biochemical, IAP family, fluorescence polarization (AID 1018); displacement, % at 20 µM, or IC50 in µM where a hit was titrated; XIAP BIR domain, fluorescence polarization peptide displacement; higher % means a stronger effect; 200,000 compounds, 0.007% hits; in the data active = displacement above about 50%; note: a part of the inactive calls stands beside numbers as strong as those of hits
Hep lipid drop = hepatic lipid droplet formation modulation; AML12 mouse hepatocytes, oleate lipid droplets, BODIPY imaging; 240,000 compounds, 0.4% hits; inhibition, % at 6.5 µM;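 active = lipid droplet intensity inhibited by at least 50%, with more than 500 cells counted; inconclusive = wells with under 300 cells, treated as cytotoxic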
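Test system: AML12 mouse liver cells; schedule: overnight exposure; technique: high-content imaging of BODIPY-stained droplets and DAPI nuclei; read-out: % inhibition of corrected integrated BODIPY droplet signal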
SIAH1 antagonists = blockers of Siah-1 interaction with plectin peptide – biochemical, fluorescence polarization, rhodamine-plectin, uHTS, primary screen (AID 1817); one-dose displacement, % at 20 µM; IC50 in µM for titrated hits; 290,000 compounds, 0.02% hits; Siah-1 / rhodamine-plectin peptide fluorescence polarization; higher % means a stronger effect;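 active = displacement of at least 50% at 20 µM, with a fluorescence ratio check between 0.3 and a set limit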;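 note: plate controls were Siah plus tracer with DMSO for no effect and tracer alone without Siah for full effect; strong numbers were not always called active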
P. falciparum M1AAP = P. falciparum M1AAP inhibitors, biochemical, fluorogenic H-Leu-NHMec substrate, 1536-well (AID 1445); recombinant M1AAP, H-Leu-NHMec fluorogenic kinetic assay; higher % means a stronger effect; 220,000 compounds, 0.42% hits; one-dose inhibition, % at 30 µM; IC50 in µM for titrated hits;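 active = primary inhibition above the hit cutoff, then over 50% inhibition at one or more dose response concentrations, cut at about 23% in these data, passing the limit was not always enough; inconclusive = conflicting primary data, or primary hits not chosen for dose response; inactive = low primary inhibition, or under 50% at every dose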;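 note: plate controls were DMSO full reaction for no effect and no enzyme background for full effect; strong numbers were not always called active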
human PMI inhibition = MPI enzyme activity inhibition – biochemical, fluorescence intensity, coupled assay, primary screen (AID 1209); purified PMI enzyme, coupled fluorescence intensity; higher % means a stronger effect; inhibition, % at 20 µM, or IC50 in µM where a hit was titrated; 190,000 compounds, 0.42% hits;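 note: plate controls were DMSO vehicle for no effect and wells lacking substrate for full effect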
TNAP activation fold = stimulation of alkaline phosphatase TNAP activity – biochemical, luminescent, no phosphate acceptor, uHTS, primary screen (AID 1001). 200,000 compounds, 0.03% hits. activation fold at 20 µM, or EC50 in µM where a hit was titrated. purified TNAP, luminescent activation assay, no phosphate acceptor; higher activation fold means a stronger effect; in the data active = activation fold from about 3, or a potency from the dose series; inactive = the rest, 99 in 100 with activation fold below about 1.6; note: many of its hits are not listed in these tables
UTI89 phage lysis = protection from phage-mediated lysis, alamar blue read-out – E. coli UTI89, K1F phage, bacterial capsule biogenesis inhibitors (AID 488966) | 340,000 compounds, 0.02% hits | inhibition, % at 100 µM; hits with a dose series show IC50 in µM | E. coli UTI89 K1F phage lysis, alamar blue, 2 h; higher % means a stronger effect;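 active = phage lysis inhibition, versus mean bacterial control, above a set limit; inconclusive = no clear call, values can overlap the other calls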;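 note: capsule biogenesis inhibitors block K1F phage lysis so surviving cells raise fluorescence; higher fluorescence means more inhibition of phage lysis; actives were called in the ten point dose series up to 300 µM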
Hep lipid drop cells 6.5 µM = second read-out of Hep lipid drop, no call of its own (marks repeat the call); cell count; measured here: cell count, cytotoxicity flag;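 cells counted across two imaged fields per well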
Numbers without * were called inactive; ? = inconclusive; / = not tested or not shown; [ ] = remark or other dose. Cut-off read from the data, not from the text of the source, unless noted: active = inhibition above about 50%; inactive = the rest. An unsorted share of the library, and some 1.9% of all compounds hit somewhere here.

Compound,XIAP displacement,Hep lipid drop,human PMI inhibition,TNAP activation fold,M17LAP inhibition,UTI89 phage lysis,PMI inhibition,P. falciparum M1AAP,Hep lipid drop cells 6.5 µM,SIAH1 antagonists
Cc1cccc(N2CCN(C(=O)CCN3C(=S)NC(C)(C)CC3C)CC2)c1C (stereo not given),-1.6%,3.6,-1.7%,0.9,-0.7%,0.0%,4.1%,5.6%,655,15.6%
CC1Cc2nc(SCC(N)=O)n(Cc3ccccc3)c(=O)c2S1 (stereo not given),/,2.2,/,/,12.1%,0.1%,/,3.9%,672,10.7%
Cc1ccccc1-c1nc(CN(Cc2c(C)nn(C)c2C)C2CC2)c(C)o1,4.2%,-1.7,7.9%,1.1,6.8%,-1.2%,5.6%,0.7%,710,-4.9%
CCCCc1n[nH]c(=S)n1Cc1ccccc1,-2.3%,16.5,-4.3%,0.9,-6.7%,0.2%,-3.5%,-3.9%,677,1.4%
O=S1(=O)CCN(Cc2ccccc2C(F)(F)F)CC1,-2.6%,?,6.5%,1.1,-4.0%,0.1%,4.4%,1.8%,/,6.0%
COc1ccc(O)c(/C=N/NC(=O)CSc2nnc(C)n2-c2ccccc2)c1,-1.4%,/,-3.8%,1.1,2.3%,-0.2%,-5.1%,15.2%,/,-0.5%
Clc1ccccc1OCc1nc(-c2ccc(Br)o2)no1,-21.7%,/,15.3%,1.1,-2.1%,-0.1%,22.9%,3.1%,/,-2.4%
O=C(Nc1ccccc1-c1ccccc1)c1cccc(C(F)(F)F)c1,0.4%,-29.8,7.8%,1.1,-3.7%,-0.2%[50 µM],-1.9%,-0.7%,651,5.8%
C=C(C)CNC(=S)N/N=C(\C)c1ccc(-n2ccnc2)cc1,-3.4%,-42.4,4.0%,1,-3.9%,1.0%,3.7%,2.6%,703,-0.9%
Cc1ccc2cc(/C=N/Nc3ccc(C(=O)O)cc3)c(Cl)nc2c1,/,2.0,/,/,31.6%,0.2%,/,10.0%,684,-4.2%
Cc1ccc(S(=O)(=O)N(CC(=O)NCCSC2CCCCC2)c2ccccc2F)cc1,-2.0%,/,9.0%,1.1,0.9%,0.1%,8.1%,0.0%,/,1.6%
Cc1ccc(S(=O)(=O)N2CCN(CC(=O)Nc3ccc([N+](=O)[O-])cc3)CC2)cc1C,-6.1%,6.1,15.1%,1.1,11.4%,0.8%[50 µM],14.7%,8.4%,619,0.9%
O=C(CSc1n[nH]c(=O)[nH]c1=O)c1cccc([N+](=O)[O-])c1,-6.4%,6.9,3.9%,1.1,-11.3%,0.0%,0.8%,1.0%,570,4.2%
Cn1c(C2CC(=O)N(Cc3ccccc3)C2)nc2ccccc21 (stereo not given),-1.6%,10.9,13.3%,1.1,2.0%,0.1%,11.0%,0.6%,655,11.7%
CN(C)/C=N/c1cc(=O)[nH]c(=O)n1CC1CC1,-6.6%,5.9,-2.8%,1.1,17.2%,0.3%,4.1%,3.7%,735,1.2%

Next part.
Compound,XIAP displacement,Hep lipid drop,human PMI inhibition,TNAP activation fold,M17LAP inhibition,UTI89 phage lysis,PMI inhibition,P. falciparum M1AAP,Hep lipid drop cells 6.5 µM,SIAH1 antagonists
CCCC(C)c1nnc(NC(=O)C(=O)OCC)s1 (stereo not given),-7.1%,-4.6,31.8%,1.2,2.5%,-0.6%,7.7%,3.9%,675,1.1%
COc1ccc(CCN(C(=O)c2cccc(F)c2)C2CC(=O)N(c3ccc(OC)cc3)C2=O)cc1 (stereo not given),-3.5%,12.6,11.3%,1.1,7.3%,10.6%,10.0%,4.4%,602,-1.4%
COCCCN1C(=O)c2ccc(C(=O)OCC(=O)NCCc3ccccc3)cc2C1=O,-4.7%,4.0,-9.6%,1,-4.7%,0.8%[50 µM],-8.6%,1.4%,645,-2.0%
Cc1cccc(NC(=O)c2ccc([N+](=O)[O-])cc2Cl)n1,-27.0%,-1.8,-0.6%,1.2,22.0%,-2.8%,-11.5%,0.1%,612,18.8%
COC(=O)C(CCSC)NC(=O)CNC(=O)C1CCCCC1 (stereo not given),-6.4%,0.1,6.2%,1.1,3.6%,1.3%,1.8%,-1.0%,652,4.5%
COc1ccc(NS(=O)(=O)c2ccc(Oc3cccc(C(=O)O)c3)cc2)cc1,-5.2%,6.1,2.3%,1.1,12.7%,5.8%,12.2%,8.0%,712,18.6%
C/C(CC(=O)Nc1cc(Cl)ccc1Cl)=N\NC(=O)c1ccco1,-4.1%,/,-1.9%,1.1,11.3%,1.3%,-6.4%,3.9%,/,0.9%
CCN(CC)S(=O)(=O)c1ccc(N2CCOCC2)c(NC(=O)C2CCCO2)c1 (stereo not given),/,6.4,/,/,8.8%,1.3%,/,10.2%,673,-4.3%
COC(=O)c1ccccc1NC(=S)N(C)C,/,-6.9,/,/,4.6%,0.5%,/,-0.5%,718,8.7%
COc1cc(/C=C/C(=O)N2C(=O)c3cccc(N)c3C2=O)cc(OC)c1OC,-6.2%,30.0,-2.7%,1.1,1.3%,-0.2%,-5.5%,7.2%,746,-1.6%
CCOc1ccc2oc(C(=O)O)c(C)c2c1,/,-2.8,/,/,-3.3%,0.7%,/,-1.3%,720,-1.8%
COc1ccc(-n2sc3c(c2=S)-c2cc(OC)ccc2NC3(C)C)cc1,1.1%,20.7,26.8%,1,8.8%,-0.2%,25.6%,6.9%,636,1.2%
S=c1[nH]ccn1-c1c(Cl)cccc1Cl,/,2.6,/,/,-2.0%,0.0%,/,5.1%,406,14.8%
COC(=O)COc1ccc(S(=O)(=O)NCc2cccnc2)cc1C,-4.8%,14.3,7.2%,1.1,-0.3%,8.4%,2.4%,-2.6%,720,4.3%
S=c1[nH]ncn1NCc1ccc(Cl)cc1Cl,-7.2%,-4.8,12.4%,0.7,-0.5%,-0.1%,7.4%,1.7%,726,1.4%

Reprinted from the part before: two compounds, then new ones.
Compound,XIAP displacement,Hep lipid drop,human PMI inhibition,TNAP activation fold,M17LAP inhibition,UTI89 phage lysis,PMI inhibition,P. falciparum M1AAP,Hep lipid drop cells 6.5 µM,SIAH1 antagonists
COC(=O)COc1ccc(S(=O)(=O)NCc2cccnc2)cc1C,-4.8%,14.3,7.2%,1.1,-0.3%,8.4%,2.4%,-2.6%,720,4.3%
S=c1[nH]ncn1NCc1ccc(Cl)cc1Cl,-7.2%,-4.8,12.4%,0.7,-0.5%,-0.1%,7.4%,1.7%,726,1.4%
O=C(Nc1ccc(Br)cn1)c1ccc([N+](=O)[O-])cc1Cl,-7.5%,5.4,-1.4%,1.1,10.4%,-0.3%,2.0%,6.8%,705,18.1%
O=C(CNc1cccc2ccccc12)N/N=C/C=C/c1ccco1,-1.0%,-12.9,27.4%,1.3,-5.0%,0.2%,/,9.2%,670,67.7%
O=C(NC1(C(F)(F)F)C(=O)Nc2c1c(=O)[nH]c(=O)n2Cc1ccco1)C1CC1 (stereo not given),-5.1%,-5.9,-22.0%,1.1,-3.3%,5.3%,-17.5%,6.0%,730,0.0%
COc1ccc(C2C(C(=O)N3CCOCC3)c3ccccc3C(=O)N2c2ccc(OC)cc2)cc1 (stereo not given),-22.6%,/,-10.1%,1,-3.0%,4.7%,-4.7%,2.5%,/,-4.1%
Cc1cc(NC(=O)CCS(=O)(=O)c2nc(-c3ccccc3)cc(C(F)(F)F)n2)no1,-4.4%,2.6,-3.2%,1,-12.0%,-1.5%[50 µM],-16.4%,0.7%,779,-1.5%
O=C(Nc1ccc(N2CCOCC2)cc1)c1ccc2nc(-c3ccco3)c(-c3ccco3)nc2c1,-4.8%,13.3,5.7%,1,-1.0%,-0.9%,-11.8%,1.4%,657,9.7%
COC(=O)c1ccc(NC(=O)CN(C)Cc2cccc(F)c2)cc1,-4.7%,-3.3,-14.0%,1.1,1.2%,0.4%,-12.2%,2.0%,748,11.9%
Nc1nc(SCC(=O)NCc2ccc(F)cc2)[nH]c(=O)c1NC(=O)c1ccc(Cl)cc1,-2.1%,-5.8,15.3%,1.1,-4.7%,0.7%,-10.9%,0.6%,471,3.6%
c1ccc(Nc2cccc(Nc3ccccc3)c2)cc1,0.0%,-5.5,21.0%,1.1,-11.8%,-0.9%[50 µM],29.3%,0.8%,612,1.9%
COC(=O)c1sc(-c2ccccc2)cc1NC(C)=O,-4.9%,-2.2,6.0%,1.1,2.2%,0.7%,0.5%,8.3%,726,-0.9%
O=C(Cn1c(=O)oc2cccnc21)Nc1ccc(C(F)(F)F)cc1,/,-31.5,/,/,2.5%,/,/,10.8%,711,8.0%
CCOC(=O)C1CCCN(Cc2nc(N)nc(Nc3ccc(C)cc3)n2)C1 (stereo not given),0.7%,-11.4,5.4%,1.1,4.0%,4.0%,1.8%,7.4%,638,1.5%
CCc1ccc(C2C3=C(CCCC3=O)OC3=C2C(=O)CCC3)cc1,4.7%,-10.9,-10.7%,1.1,-7.2%,0.0%,-13.9%,6.1%,589,10.3%
COc1ccc2c(c1)c1nnc(SCC(=O)N3C(C)CCCC3C)nc1n2C (stereo not given),-4.1%,/,9.0%,1.1,-6.5%,0.1%,8.2%,4.4%,/,5.5%
Cc1ccc(-n2c(Cc3cccn3C)nnc2SCC(=O)NCc2ccc3c(c2)OCO3)cc1,-0.1%,6.7,17.9%,1.1,1.8%,2.4%,14.3%,8.1%,696,0.8%

(next part)
Compound,XIAP displacement,Hep lipid drop,human PMI inhibition,TNAP activation fold,M17LAP inhibition,UTI89 phage lysis,PMI inhibition,P. falciparum M1AAP,Hep lipid drop cells 6.5 µM,SIAH1 antagonists
COc1cccc(C2CC(c3ccc(F)cc3)Nc3nc(N)nn32)c1 (stereo not given),0.1%,30.3,16.6%,1.1,10.2%,4.0%,15.0%,2.8%,734,5.5%
C=CCn1cccc(C(=O)Nc2cc(OC)ccc2OC)c1=O,-6.4%,/,-0.9%,1.1,43.8%,-1.5%,2.1%,5.2%,/,-2.2%
O=C(CSc1nc(-c2ccco2)cc(C(F)(F)F)n1)NN1CCOCC1,-1.8%,17.8,9.2%,1.1,-0.2%,-2.8%,5.2%,2.6%,725,-3.4%
COc1ccc(-c2cccc(C3CC=CC4C3C(=O)N(Cc3ccccc3)C4c3cc(C)ccc3F)c2)cc1 (stereo not given),/,-2.4,/,/,16.4%,/,/,-5.3%,660,0.6%
COC(=O)NCc1cccc(CNC(=O)OC)c1,-2.5%,/,-4.4%,1,-5.7%,0.3%,-2.3%,-11.0%,/,-1.3%
COc1ccc(-n2c(=O)/c(=C\c3cccs3)s/c2=C(/C#N)C(=O)NCCN2CCOCC2)cc1,-8.0%,4.7,3.9%,0.9,-5.9%,-0.1%,-3.4%,1.9%,692,7.6%

Screens deposited in PubChem BioAssay by several laboratories.
